Assay outcomes (PubChem BioAssay)
SK-BR-3 tox 24h: SK-BR-3 proliferation inhibitors, primary screen, cell-based, human, 24 h; viability, % at 10 µM; SK-BR-3 viability, CellTiter-Glo ATP luminescence; hits give low values; AID 847, 2007; actives 0.47% (n = 41,000);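 active = viability at or below the median of all test compounds minus 3 SD, in both replicates if run twice, cut at about 45% in these data; inconclusive = duplicate replicates that disagree with each other; inactive = viability above that cutoff in every replicate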;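 note: 100% = median untreated cell wells and 0% = median positive control drug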
Active calls of the source: *; ? = inconclusive; & = joins results of further samples.

SMILES,SK-BR-3 tox 24h
CC1CN=C(c2cccn2Cc2ccc(F)cc2Cl)O1 (stereo not given),72.5
O=C(CNS(=O)(=O)c1ccc(C(=O)N2CCCCC2)cc1)N1CCCCC1,95.6
CCc1nc2ccccc2n(CC)c1=O,102.9
CCOC(=O)c1ccc(NC(=O)CCC(CC)C(=O)O)cc1 (stereo not given),108.5
CC(=O)Nc1ccc(S(=O)(=O)Nc2ccc(S(=O)(=O)N3CCCCCC3)cc2)cc1,85.2
COc1ccc(NC(=O)c2ccc(COc3ccccc3Br)o2)cc1OC,87.5
C=CCn1c(SCc2nc3ccccc3c(=O)[nH]2)nnc1-c1cc2cc(Cl)ccc2o1,?
CCCCn1c(SCC(=O)N2CCOCC2)nnc1-c1cccs1,92.2
Cc1ccc2cc(C#N)c(NCCNC(=O)C3CCC3)nc2c1C,91.7
Cc1ccc2[nH]c3c(c2c1)CN(C(=O)CN1CCN(c2ccccc2)CC1)CC3,82.2
CC1(C)CC(=O)C=C(NCC2CCCO2)C1 (stereo not given),95.3
Cc1ccc(Cn2nnc3c(=O)[nH]c(C4CCN(S(=O)(=O)c5ccccc5)CC4)nc32)cc1,96.6
Cc1ccc(NC(=O)C2C3CC4OC(=O)C2C4C3)cc1Cl (stereo not given),85.7
COc1cccc(C(O)CC(N)=O)c1 (stereo not given),82.3
CCCCSc1nnc(-c2ccc(NC(=O)CC)cc2)n1C,90.6
O=C(O)Cc1ccc(C(=O)c2cccs2)s1,103.9
CCOC(=O)N1CCN(c2c(F)cc3[nH]c(=S)[nH]c3c2Br)CC1,72.7
COC(=O)Nc1nnc(CC(=O)Nc2ccccc2C)s1,87.1
O=C(NC1CCCC1)c1ccc(Br)s1,90.4
COc1ccc(-c2nnn(CC(=O)NC3CCCc4ccccc43)n2)cc1OC (stereo not given),86.7

2 entries picked at random from the list so far, as already listed:
SMILES,SK-BR-3 tox 24h
CCCCn1c(SCC(=O)N2CCOCC2)nnc1-c1cccs1,92.2
Cc1ccc2[nH]c3c(c2c1)CN(C(=O)CN1CCN(c2ccccc2)CC1)CC3,82.2

Next records follow:
SMILES,SK-BR-3 tox 24h
COC(=O)Cn1c(=O)sc2ccccc21,92.5
CC1CN(Cc2nc3c(c(=O)n(C)c(=O)n3C)n2CC(=O)c2ccccc2)CC(C)O1 (stereo not given),93.5
CCCc1ccc(Oc2cn[nH]c2-c2ccc(O)cc2O)cc1,108.5
COc1cc(NC2=CC(=O)CC(C)(C)C2)cc(OC)c1OC,101.6
CC(=O)NC1C(=O)N=C(SCC(=O)NCc2ccccc2)NC1=O (stereo not given),102.9
Cc1c(NC(=O)Cn2cnc3c(=O)n(C)c(=O)n(C)c32)cccc1-c1nc2ccccc2o1,98.7
Cn1ncc2c1ncn1c(-c3ccccc3Cl)nnc21,87.2
COc1ccc(-c2nc3ccccc3c(=O)n2CCCn2ccnc2)cc1,92.5
COc1ccc(S(=O)(=O)N2CCC(C(=O)N3CCOCC3)CC2)cc1OC,100.8
Cc1cccc(C)c1N1C(=O)C2ON(c3ccccc3)C(c3ccncc3)C2C1=O (stereo not given),119.6
O=C(Nc1ccc2c(c1)OCCO2)c1ccc(CN2CCOCC2)cc1,94.6
CCOC(=O)c1c(C)oc2ccc(O)c(CN3CCCCC3)c12,70.3
O=C(CSc1nc2ccccc2c(=O)n1-c1ccccc1)NCc1ccco1,96.8
Cc1occc(=O)c1OC(=O)Nc1ccccc1,86.5
COc1ccc(-c2cc(-c3cccs3)c(C#N)c(SCC(=O)NCc3ccco3)n2)cc1,127.4
O=C(Nc1ccccc1)Nc1nncs1,111.1
CCOC(=O)c1ccccc1NC(=O)c1ccc(NS(C)(=O)=O)cc1,92.0
CCn1c(=N)n(CCOc2ccc(OC)cc2)c2ccccc21,66.9
Cc1cc(NC(=O)CSc2nnc(-c3ccoc3C)o2)no1,112.0
Cc1nnc(SCC(=O)NCc2ccco2)[nH]c1=O,124.0

SMILES,SK-BR-3 tox 24h
O=C(Cn1nnc(-c2ccccc2F)n1)Nc1ccc2c(c1)OCO2,91.8
c1ccc(COc2ccc(OCCn3cncn3)cc2)cc1,99.3
CC(n1cnnn1)C12CC3CC(CC(C3)C1)C2 (stereo not given),91.0
CCOC(=O)N1CCN(C(=O)Nc2ccc3nc(C)sc3c2)CC1,93.8
CCN(C(=O)CCc1nc(-c2ccccc2F)no1)c1cc(OC)ccc1OC,82.8
CCN(CC)CCCN1C(=O)C(=O)/C(=C(/O)c2ccc(OC)c(Cl)c2)C1c1ccco1 (stereo not given),87.4
CCOP(=O)(c1ccc(N(C)C)cc1)C(O)c1ccccc1OC (stereo not given),95.3
COc1ccc(CNC(=O)CCn2c(=O)oc3ccccc32)cc1,82.0
c1ccc2[nH]c(-c3cscn3)nc2c1,96.7&95.4
CCOc1ccc2[nH]c(=O)c(CN(Cc3nnnn3Cc3ccccc3)CC3CCCO3)cc2c1 (stereo not given),66.6
COc1ccccc1N1CC(C(=O)OCC(=O)c2ccc(F)cc2)CC1=O (stereo not given),106.9
CCOC(=O)N1CCN(S(=O)(=O)c2ccc(C(=O)Nc3sc4c(c3C#N)CCC4)cc2)CC1,59.9
N#CC1=C(N)OC2=C(C(=O)CCC2)C12CCC1(CC2)OCCO1,87.4
COc1ccc2nc(C)cc(C(=O)O)c2c1,97.8
COc1ccccc1-c1nnn(CC#N)n1,81.7
COc1ccccc1NC(=O)CSc1nnnn1-c1ccc2c(c1)OCO2,58.6
CCC(=O)Nc1c(-c2cccs2)c(=O)c2ccccc2n1C,61.6
CN1C(=O)C(CC(=O)Nc2ccc3c(c2)Cc2ccccc2-3)N(C)C1=O (stereo not given),82.7
Cc1cc(=O)n(CCCO)c(O)c1C#N,92.2
COc1ccccc1Nc1nc2c(s1)CCC2,92.2

Molecule	SK-BR-3 tox 24h
COc1ccc(-c2ccc(-c3noc(-c4ccncc4)n3)c(OC)n2)cc1	79.8
CCOc1ccc(OCc2ccc(C(=O)Nc3cccc(C)n3)o2)cc1	77.2
COc1ccc(C2C(C#N)=C(N)OC3=C2C(=O)CCC3)c(OC)c1OC (stereo not given)	78.1
O=C(Nc1ccccc1-c1ccccc1)NC1CCN(CC(=O)N2CCOCC2)CC1	94.6
CSc1ccc(N2C(=O)NC3(CCCCC3)C2=O)cc1	78.0
CCCCOc1ccc(C(=O)N2CCCCCC2)cc1	104.3
CCC(=O)c1cn(CC(=O)NCC2CCCO2)c2ccccc12 (stereo not given)	105.1
CCCCOc1ccc(-c2nnn(CCC(=O)N3CCOCC3)n2)cc1	80.7
N#Cc1ccc(CSc2nnc(-c3ccccn3)n2-c2ccc(Cl)cc2)cc1	74.9
CCCCn1c(=N)n(CC(=O)C(C)(C)C)c2ccccc21	83.7
Cn1nc(SCC(=O)O)sc1=S	100.5
COc1cccc(Nc2ncccc2C(=O)NCc2ccccc2)c1	91.9
O=C(Cn1cnc2ccccc21)OCC(=O)N1CCCc2ccccc21	95.1
COc1ccc(N(CC(=O)Nc2cccc(N(C)S(C)(=O)=O)c2)S(C)(=O)=O)cc1OC	85.3
COC(=O)c1ccc(C(=O)OC)nc1	67.8
Cc1ccc(-n2ncc3c(=O)n(Cc4cccnc4)cnc32)cc1	85.4
COc1cccc(-n2c(COc3ccc(C)cc3)nnc2SCC(N)=O)c1	113.9
COc1ccc(C2NC(=O)NC(O)(C(F)(F)F)C2C(=O)c2ccc(C)cc2)cc1 (stereo not given)	95.1
Cc1ccccc1-n1nc(C)c2cc(C(=O)N3CCN(S(=O)(=O)c4ccc(F)cc4)CC3)sc21	84.7
CCn1cc(C(=O)NC2CC3CCC2C3)c(=O)c2ccc(C)nc21 (stereo not given)	92.5
Cc1cc2c(=O)n(CC(=O)N3CCN(c4ccccc4)CC3)cnc2s1	77.3
Cc1ccc(-n2c(SCC(=O)N3CCOCC3)nnc2-c2ccncc2)cc1	96.9
Cc1ccnc(-n2c(CCN3C(=O)c4ccccc4C3=O)nc3ccccc3c2=O)c1	89.5
COc1ccc(-n2c(N)c(C(=O)NCC3CCCO3)c3nc4ccccc4nc32)c(OC)c1 (stereo not given)	94.5
Cc1onc(-c2ccccc2)c1C(=O)Nc1nnc(COc2ccc(Cl)cc2)s1	96.2
O=C(c1cc(-c2cccs2)on1)N1CCOCC1	81.7
CCOC(=O)Nc1nnc(-c2ccc(OC)c(OC)c2)s1	87.5
O=C(O)C(Cc1ccccc1)n1cccc1 (stereo not given)	79.1
COC(=O)C1=C(CN2CCSCC2)NC(=O)NC1c1cc(C)ccc1C (stereo not given)	73.1
COC(=O)C1C(=O)C2=C(CC1C)NC(C)=C(C(=O)OCCOc1ccccc1)C2c1ccc(C)o1 (stereo not given)	75.8

Molecule	SK-BR-3 tox 24h
O=C(Nc1ccccc1N1CCCC1)c1cc2ccccc2o1	95.6
O=C(NCC(=O)N(c1cccnc1)C(C(=O)NCc1ccco1)c1ccccc1)c1ccco1 (stereo not given)	85.6
CCNS(=O)(=O)c1ccc(NC(=O)Nc2cccc(C(F)(F)F)c2)cc1	91.7
O=C(C(NS(=O)(=O)c1cccs1)c1ccccc1)N1CCN(c2ccccc2)CC1 (stereo not given)	88.3
Cc1cc(-c2ccco2)n(-c2ccccc2)n1	91.9
COc1cc2c(cc1OC)C(c1ccc(N(C)C)cc1)CC(=O)N2 (stereo not given)	98.2
Cc1nc(CCNC(=O)Cc2ccccc2)cs1	100.4
CCOC(=O)CSc1nnc(Cc2ccccc2)n1CC1CCCO1 (stereo not given)	98.9
Cc1ccc(C(=O)COC(=O)c2cnccn2)cc1	101.7
O=C(Nc1ccc(Cl)cc1)C(c1ccccc1)N(CCO)CCO (stereo not given)	78.5
CCCCCC1CC(=O)N(Cc2ccccc2)C(=O)N1 (stereo not given)	83.6
CCCCOC(=O)C1=C(C)Nc2ncnn2C1c1ccc(OCC)c(OC)c1 (stereo not given)	62.5
N#CC1=C(N)Oc2n[nH]c(CSc3ccccc3)c2C12C(=O)Nc1ccccc12 (stereo not given)	86.7
CCC(C)C(NC(=O)OC(C)(C)C)C(=O)NC(C(=O)N1CCCC1C(N)=O)C(C)CC (stereo not given)	55.7
CCOC(=O)c1cnc(SCC(=O)Nc2cc(C(F)(F)F)ccc2N2CCOCC2)nc1N	76.1
COC(=O)c1ccc(Cl)c(NC(=O)CN2CCN(Cc3ccccc3)CC2)c1	91.8
Cc1cc(NC(=O)C2(c3ccccc3)CCCC2)no1	89.5
CCOC(=O)Cc1csc(NC(=O)CCS(=O)(=O)Cc2ccccc2)n1	101.3
O=C(NCCOC(=O)c1ccc(S(=O)(=O)N2CCOCC2)cc1)c1cccnc1	78.0
CCOc1ccc(OCC)c(NC(=O)C2CCCN(S(=O)(=O)c3c(C)noc3C)C2)c1 (stereo not given)	58.8
CCCN(Cc1cc2cccc(C)c2[nH]c1=O)C(=O)c1cccc(OC)c1	86.0
CS(=O)(=O)N1CCN(C(=O)NC23CC4CC(CC(C4)C2)C3)CC1	83.5
COc1ccc2[nH]c(=O)c(CN(Cc3ccco3)C(=O)c3ccccc3)cc2c1	71.9
COc1cc(C(=O)NCC(=O)n2nc(C)cc2C)cc(OC)c1OC	77.5
COc1cc(NC(=O)c2ccc3c(=O)n(Cc4ccco4)c(=S)[nH]c3c2)cc(OC)c1OC	99.0
O=C(CN(Cc1ccc2c(c1)OCO2)C(=O)CSc1nc2ccccc2o1)NC1CCCCC1	71.7
CCSc1nc(-c2ccco2)ccc1C#N	89.5
FC(F)C(F)(F)C1=CC(c2ccccc2)=NCCN1	93.1
COC(=O)Nc1ccc(C)c2nsnc12	96.6
C/C(=C\c1ccccc1)CN1CCN(c2ccccc2)CC1	63.0

Molecule	SK-BR-3 tox 24h
Cc1nc(/C=[N+](\[O-])C(C)(C)/C=N/O)n(O)c1C	90.1
Cc1ccc(S(=O)(=O)CCc2nc3ccccc3n2CCC#N)cc1	100.4
CC1CCCN(C(=O)CSc2nnc(-c3ccc(S(=O)(=O)N4CCOCC4)cc3)n2C)C1 (stereo not given)	88.1
O=C(NCc1ccc(F)cc1)c1noc2c1CCCC2	99.8
CCOC(=O)c1c(C)nc2sccn12	100.8
Cc1cc(NC(=O)c2ccc(Cl)cc2)no1	85.3
COc1ccc(N2C(=O)CC(N3CCN(c4ccc(S(=O)(=O)N5CCCC5)cc4)CC3)C2=O)cc1 (stereo not given)	81.1
CCOc1ccccc1-n1c(SCC(=O)Nc2ccc(CC)cc2)nc2n[nH]c(C)c2c1=N	30.5*
C=C(C)COc1ccc(-c2n[nH]c(C)c2-c2ccccc2OC)c(O)c1	94.8
COc1ccc(C(=O)OCC(=O)c2cc(OC)ccc2OC)c(OC)c1	96.4
COc1ccccc1N1CCN(c2ccc(-c3ccccc3)nn2)CC1	75.2
O=S(=O)(NCc1ccco1)N1CCCCCC1	86.6
CN1C(=O)C2(OCC(COc3ccc(Cl)cc3)O2)c2ccccc21 (stereo not given)	92.7
Cc1ccc2[nH]c(=O)c(CN(C)C(=O)c3ccccn3)cc2c1	74.9
COc1ccc(C/C(O)=C(\C#N)c2nc3ccccc3s2)cc1	67.1
Cc1ccc(-c2c3c(=O)n(C)c(=O)n(C)c3cn2Cc2cccnc2)cc1	81.5
Nn1c(SCC(=O)NC2CCCCC2)nnc1-c1ccccc1	125.6
COc1ccc2[nH]c(=O)c3c(c2c1)OC(C)(C)C=C3	116.2
O=C(Nc1ccc(S(=O)(=O)N2CCOCC2)cc1)c1ccco1	91.3
Cc1ccc(S(=O)(=O)Nc2cc(C)nn2-c2ccccc2)cc1	94.2

Reformatted: 4 of the compounds above
Molecule: Nn1c(SCC(=O)NC2CCCCC2)nnc1-c1ccccc1
- SK-BR-3 tox 24h: 125.6
Molecule: COc1ccc2[nH]c(=O)c3c(c2c1)OC(C)(C)C=C3
- SK-BR-3 tox 24h: 116.2
Molecule: O=C(Nc1ccc(S(=O)(=O)N2CCOCC2)cc1)c1ccco1
- SK-BR-3 tox 24h: 91.3
Molecule: Cc1ccc(S(=O)(=O)Nc2cc(C)nn2-c2ccccc2)cc1
- SK-BR-3 tox 24h: 94.2

Some of the compounds tested. The share of hits here may be higher or lower than overall.
